NR2E3 ag-1: inhibitors of NR2E3-RetCOR corepressor binding, primary screen, NR2E3 agonist project, biochemical, TR-FRET, GST-NR2E3, biotin-RetCOR; AID 2300, 2010; Photoreceptor-specific nuclear receptor (Homo sapiens), Q9Y5X4; inhibition of corepressor binding, % at 4.78 µM; 320,000 compounds, 0.12% hits; 1536-well;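 active means percent inhibition above the cutoff of mean plus 3 SD of all tested compounds, set per screening campaign, cut at about 20% in these data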;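 further: 0% = DMSO wells and 100% = biotin wells as full block of FRET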
Target sequence (Q9Y5X4 whole entry, looked up): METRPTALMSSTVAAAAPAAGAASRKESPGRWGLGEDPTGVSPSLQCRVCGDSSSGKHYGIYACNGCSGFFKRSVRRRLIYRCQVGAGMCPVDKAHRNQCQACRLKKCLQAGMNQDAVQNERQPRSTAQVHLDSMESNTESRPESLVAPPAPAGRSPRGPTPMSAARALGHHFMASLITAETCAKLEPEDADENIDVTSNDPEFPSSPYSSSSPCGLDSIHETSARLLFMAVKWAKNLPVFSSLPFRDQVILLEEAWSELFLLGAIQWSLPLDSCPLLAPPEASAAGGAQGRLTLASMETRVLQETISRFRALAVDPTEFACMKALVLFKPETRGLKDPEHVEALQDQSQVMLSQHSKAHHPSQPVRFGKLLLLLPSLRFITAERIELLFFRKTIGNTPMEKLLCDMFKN
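system = GST-tagged NR2E3 plus biotinylated RetCOR corepressor | input = 1.35 nM GST-NR2E3 | also added = 7 nM biotin-RetCOR | schedule = 5 h incubation at 4 °C | measured by = TR-FRET with europium anti-GST and streptavidin-D2, 340 nm excitation | read-out = percent loss of FRET ratio relative to control wells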
Vif imaging: HIV Vif self-association inhibitors, primary screen, imaging, HEK293T, single point; HEK293T cells, Vif self-association by quenched fluorescence, 24 h; inhibition, % at 7.49 µM; 340,000 compounds, 0.35% hits; AID 602346, 2012; in the data active means inhibition above about 50%, passing the limit was not always enough; further: some results filed as inactive read as strong as hits
TRPM1 prom inh: inhibitors of MITF-dependent TRPM1 promoter reporter, primary screen, cell-based, SK-MEL-5, single point, luciferase; SK-MEL-5 TRPM1 promoter luciferase, 24 h; inhibition, % at 12.5 µM; AID 488899, 2010; 330,000 compounds, 0.83% hits;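 active means mean inhibition across replicates of 60% or more, whatever share of single replicates reaches that level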; further: values of inactives mirror those of a sister screen read the other way
CaV13 FRET inh: Disruptors of the CACNA1D IQ motif to Ca2+-dependent inactivation inhibitor domain association, primary screening, Förster resonance energy transfer in intact living …; 340,000 compounds, 0.098% hits; HEK cells, CFP/YFP FRET ICDI-IQ, plate reader, 10 min; percent FRET-ratio fall versus neutral wells; inhibition, % at 12.3 µM;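 active means mean replicate inhibition of at least 30% and at least 1% of replicates passing that level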;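 further: 0% = median of the neutral control wells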
iPSC survival up: enhancers of single-cell hiPSC survival, primary screen, ATPlite luminescence; 100% = ROCK inhibitor wells, 0% = DMSO; survival enhancement, % at 20 µM; 360,000 compounds, 0.044% hits; AID 602274, 2012; in the data active means survival enhancement above about 18%;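 further: cells exposed to compounds for 16 hours before the ATP read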
HIF-2a block: HIF-2a reporter inhibitors, primary screen, luminescence, 786-0 RCC cells. inhibition, % at 18.8 µM. 786-0 RCC cells HIF-2a reporter, luciferase luminescence, overnight. 360,000 compounds, 0.72% hits;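 active means inhibition of the luminescence signal of 40% or more relative to plate controls, in a single-dose primary screen at 18.75 µM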
aDG glyco act: activators of alpha-DG glycosylation, primary screen, uHTS, Pro5-aDG cells, AlphaScreen | alpha-DG glycosylation AlphaScreen (IIH6); 0% Pro5, 100% B10-LARGE cell signal | activation, % at 10 µM | 360,000 compounds, 0.22% hits | AID 624168, 2012;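 active means activation of at least 8% versus controls, or a plate z-score of at least 8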;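 further: Pro5 are CHO cells carrying HIG-tagged alpha-DG that lacks glycosylation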
NR2E3 ag-2: NR2E3 agonists in two-hybrid cells, primary screen, cell-based, luminescence, CHO-S, Gal4-NCOR/VP16-NR2E3; inhibition of corepressor binding, % at 3.98 µM; AID 602229, 2012; luciferase; 360,000 compounds, 0.35% hits;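 active means inhibition above the mean of all tested compounds plus 3 SD, cut at about 70% in these data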;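 further: 0% = DMSO with NR2E3 transfected cells and 100% = cells lacking NR2E3 construct; higher means lower luciferase signal from less NR2E3 corepressor binding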
Granule exo inh: LAMP-1 surface exposure blockers, TALL-104 cells – cell-based, flow cytometry, MLPCN library, primary screen. TALL-104 LAMP-1 surface exposure; cells stimulated with thapsigargin and PMA. inhibition, % at 10 µM. 360,000 compounds, 0.66% hits;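 active means inhibition above about 55%, limit read from the data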
Peg3 promoter: Peg3 promoter-driven luciferase inhibitors, primary screen, cell-based, HeLa, luciferase luminescence. inhibition, % at 20 µM. 360,000 compounds, 1.7% hits. HeLa PEG-Prom luciferase reporter, overnight;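 active means inhibition of at least 50% at 20 µM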
PDI turbidity: inhibitors of human PDI, primary screen, biochemical, turbidity, single point, plate reader. 350,000 compounds, 0.052% hits. PDI insulin aggregation turbidity, A650, 90 min. Protein disulfide-isomerase (Homo sapiens), P07237. inhibition, % at 10 µM;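 active means mean inhibition across replicates of 30% or more, whatever share of single replicates reach that level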;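 further: absorbance from insulin aggregation driven by PDI reduction with DTT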
Target sequence (P07237 whole entry, looked up): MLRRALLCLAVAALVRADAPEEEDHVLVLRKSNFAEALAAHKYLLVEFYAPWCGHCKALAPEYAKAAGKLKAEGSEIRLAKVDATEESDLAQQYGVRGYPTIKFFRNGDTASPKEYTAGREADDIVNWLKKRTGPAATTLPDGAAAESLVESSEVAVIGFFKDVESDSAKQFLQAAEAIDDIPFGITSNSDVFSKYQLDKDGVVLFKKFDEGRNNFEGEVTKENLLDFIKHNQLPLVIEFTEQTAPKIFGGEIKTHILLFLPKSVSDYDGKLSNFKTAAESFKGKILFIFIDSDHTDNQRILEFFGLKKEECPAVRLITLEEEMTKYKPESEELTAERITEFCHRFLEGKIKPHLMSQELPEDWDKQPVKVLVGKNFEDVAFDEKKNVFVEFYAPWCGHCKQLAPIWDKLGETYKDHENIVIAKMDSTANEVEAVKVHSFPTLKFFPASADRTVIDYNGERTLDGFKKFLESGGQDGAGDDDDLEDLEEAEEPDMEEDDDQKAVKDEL
* = called active by the depositor; nt = no result given.

SMILES	NR2E3 ag-1	Vif imaging	TRPM1 prom inh	CaV13 FRET inh	iPSC survival up	HIF-2a block	aDG glyco act	NR2E3 ag-2	Granule exo inh	Peg3 promoter	PDI turbidity
Cc1nn(C(C)C(=O)N2CCOCC2)c(C)c1[N+](=O)[O-] (stereo not given)	2	-3	-4	-5	-1.2	4	-0.1	2	-15	-7	1
O=C(Nc1nc(-c2ccc3c(c2)Cc2ccccc2-3)cs1)c1ccccc1	2	-4	-13	-3	-1.3	-44	-0.2	-39	3	3	3
Cc1cnc(CN(C)C(=O)c2ccc3oc(Cc4ccccc4)nc3c2)[nH]1	-4	9	1	nt	-0.4	-16	0.0	-2	-3	-8	-6
CCn1c(C)nc2cc(C(=O)N/N=C/c3ccc(OC)cc3)ccc21	2	3	-2	-4	2.0	-8	0.2	-5	-1	-23	12
COc1cc(/C=C2\CCC(C)C3=C(c4cc(OC)c(OC)c(OC)c4)C(C#N)=C(N)OC32)cc(OC)c1OC (stereo not given)	nt	-7	26	-11	-2.9	13	0.7	2	5	33	0
C/C(N)=C(/C#N)C(=O)CSc1cc(C)c2ccccc2n1	2	10	-3	-2	-1.4	10	1.1	8	-3	1	8
C=CCC1NS(=O)(=O)OC2CCCC12 (stereo not given)	4	1	1	-4	7.5	6	-0.2	-4	11	-9	-3
COc1ccc(CCNC(=O)c2noc3c2CCCC3)cc1OC	3	-5	11	-7	4.8	-27	0.1	1	-5	-4	5
CN(C(=O)c1ccccc1C(=O)OCC(=O)NC(=O)NC(C)(C)C)C1CCCCC1	0	2	6	-2	0.2	19	-0.3	0	-1	-2	0
N#C/C(C(=O)N1CCOCC1)=C1\Nc2ccccc2S1	-5	-2	-25	-5	1.2	-90	0.1	-55	0	-68	-1
COc1ccc(N(CC(=O)Nc2cccnc2)S(=O)(=O)c2ccccc2)cc1Cl	7	14	11	-7	-0.6	14	-0.1	-32	14	-5	14
CN(NC(=O)CN1C(=O)c2ccccc2C1=O)C1=NS(=O)(=O)c2ccccc21	-1	3	-2	1	0.1	16	0.2	9	-4	22	5
O=C(NCc1ccco1)C1CCC(CNS(=O)(=O)c2cccc3cccnc23)CC1 (stereo not given)	1	-4	-6	12	3.5	-10	0.1	-22	0	-3	3
COC(=O)CCC(=O)Nc1ccc(NC(C)=O)cc1	5	6	6	-4	-0.4	-28	-0.2	-5	-2	-33	1
Cc1cccc(N2CN(Cc3cccnc3)CNC2=S)c1	3	4	-15	-4	0.2	15	-0.1	-8	-2	18	-14
Cc1cccc(NC(=O)Cn2c(=O)oc3ccccc32)n1	-1	-1	1	-3	-0.1	-3	-0.3	-19	0	9	-7
COc1ccc2[nH]c3c(c(=O)c2c1)CCCC3	nt	nt	nt	-12	-0.8	-19	-0.3	-22	4	-11	nt
COCCCNc1oc(-c2ccccc2F)nc1C#N	2	-8	-43	-11	-1.1	-149	-0.1	-39	0	-95	nt
CC(=O)NC(c1ccc(C)cc1)c1cc(Cl)c2cccnc2c1O (stereo not given)	nt	3	43	-6	0.2	26	-0.1	-19	8	65*	5
CN(C)c1ccccc1-c1csc(N2CCC(C(N)=O)CC2)n1	nt	-3	-94	-5	-0.8	-278	-0.2	-162	2	-476	0
CCCCC1=CC2=C(c3ccco3)C(=O)C(C)(OC(=O)c3ccc(OC)cc3)C(=O)C2=CN1c1ccc(OC)cc1 (stereo not given)	34*	-3	12	-6	0.5	18	-0.1	-20	24	46	6
COc1ccc2[nH]c(=O)c(CN(C(C)=O)C3CCCCC3)cc2c1	6	8	-5	-7	-2.0	-4	-0.1	11	-2	-13	1
COc1ccc(NC(=O)CC(C)CC(=O)NCc2ccc(F)cc2)c(OC)c1 (stereo not given)	-1	-2	1	-3	-0.2	11	-0.1	-8	-2	16	0
COc1ccccc1/C=N/NC(=S)Nc1cccnc1	1	-3	-7	-5	4.0	-25	1.9	-35	-1	-25	3
c1ccc(CSc2nncn2-c2ccccn2)cc1	-1	0	-1	-6	0.0	-14	0.3	4	-2	11	7
C=CCSC1=C(C#N)C(c2ccccc2OC)CC(=O)N1 (stereo not given)	0	-3	-13	-5	2.1	16	0.0	4	0	16	-6
Cc1ccc(CNC(=O)COC(=O)CCCOc2ccc(Cl)cc2Cl)cc1	6	-7	19	-7	-3.2	62*	-0.2	-4	0	3	0
COCCNC(=S)NCCc1ccc(Cl)cc1Cl	-1	-9	0	-5	-0.7	18	1.7	-18	-2	14	1
Cc1c([N+](=O)[O-])cc(S(=O)(=O)Nc2ccncc2)cc1[N+](=O)[O-]	0	66*	-6	-2	-0.2	9	0.1	-17	-2	12	9
CCN(CC)C(=O)c1nn(Cc2ccccc2)c(=O)c2ccccc12	nt	-12	4	nt	0.2	10	0.1	-22	-1	17	5
CCOC(=O)C1CCCN(C(=O)c2sc3nc(-c4ccccc4)cn3c2C)C1 (stereo not given)	-3	-21	7	-7	-0.8	-7	0.2	-19	-15	4	-1
O=C(NC(=S)Nc1ccccc1N1CCCCC1)c1ccccc1	1	3	-14	3	-1.1	-3	0.3	31	-6	-12	-2
C/C(=N\NC(=O)c1ccco1)c1cc(Cl)sc1Cl	-3	-8	-33	-6	0.6	-145	-0.2	-69	-7	-177	-2
O=C(O)c1nn(-c2ccccc2)nc1-c1nn(-c2ccccc2)nc1C(=O)O	-1	nt	-1	-5	9.3	14	-0.2	-10	-2	20	-5
COc1ccc(/C=N/n2c(N)c(S(=O)(=O)c3cccs3)c3nc4ccccc4nc32)cc1OC	-1	6	-5	-4	-2.5	-7	-0.5	6	2	23	-3
CSc1ccccc1NC(=O)CN(Cc1ccccc1)S(C)(=O)=O	4	14	11	nt	0.8	12	0.0	-10	1	-1	-4
COc1ccc(NC(=O)CSCC(=O)Nc2nnc(CC(C)C)s2)cc1	-1	-14	-2	-6	0.2	7	-0.1	13	-3	-17	-3
CC1(C)CC(=O)C(C(c2cccc([N+](=O)[O-])c2)C2C(=O)CC(C)(C)CC2=O)C(=O)C1	2	-2	12	-5	0.9	21	0.5	8	2	4	9
O=C1CN(C(=O)CSc2nc3ccccc3c(=O)n2CCCN2CCOCC2)c2ccccc2N1	1	0	12	-16	-0.2	15	-0.1	-20	-6	10	0
N#Cc1ccc(S(=O)(=O)NC2CC2)cc1	-2	-16	-5	-18	-0.5	5	0.0	-26	-4	16	7

Some of these compounds in order of the aDG glyco act value, low to high:
| Molecule | aDG glyco act |
| --- | --- |
| O=C(O)c1nn(-c2ccccc2)nc1-c1nn(-c2ccccc2)nc1C(=O)O | -0.2 |
| COc1ccc(NC(=O)CSCC(=O)Nc2nnc(CC(C)C)s2)cc1 | -0.1 |
| CCOC(=O)C1CCCN(C(=O)c2sc3nc(-c4ccccc4)cn3c2C)C1 (stereo not given) | 0.2 |

Following part.
SMILES	NR2E3 ag-1	Vif imaging	TRPM1 prom inh	CaV13 FRET inh	iPSC survival up	HIF-2a block	aDG glyco act	NR2E3 ag-2	Granule exo inh	Peg3 promoter	PDI turbidity
COC(=O)[C@]12CCCCC=C1N(Cc1ccco1)C(=O)[C@H](CC(=O)NCC13CC4CC(CC(C4)C1)C3)C2	nt	nt	nt	-9	-0.7	6	-0.4	-23	-5	nt	nt
CC(NC(=O)Cn1cccc1)c1ccccc1 (stereo not given)	3	28	-13	-7	0.5	23	-0.2	-4	-6	5	4
CC(C)NC(=O)N(C)C[C@@H]1Oc2c(NC(=O)C3CCOCC3)cccc2C(=O)N([C@@H](C)CO)C[C@H]1C	nt	nt	12	-3	-0.7	3	-0.1	-5	-2	2	1
O=C(CCSc1ccccc1)N1CCN(c2ccccc2F)CC1	0	4	-68	-6	-1.6	-226	0.2	-178	-6	-321	2
CC1CN(C(=O)C(C)N2CCN(c3ccccc3Cl)CC2)CC(C)O1 (stereo not given)	8	0	-19	-5	-0.7	9	-0.1	-18	0	13	3
CN(CC(=O)Nc1ccc2c(c1)OCO2)S(=O)(=O)c1ccc2c(c1)CCC(=O)N2	3	3	0	-6	-0.5	-25	0.3	-15	-2	4	10
O=S(=O)(Nc1ccc(O)c2ccccc12)c1ccc(F)cc1	-4	-1	29	-4	-0.4	9	3.1	-12	9	-8	16
O=C(CCCOc1ccc(Br)cc1)NCCc1ccc(OC(F)F)cc1	-2	7	2	-18	0.3	-9	0.1	-42	-9	3	2
CC(C)(C)n1nnnc1C(c1ccccc1)N1CCN(c2ccc(F)cc2)CC1 (stereo not given)	nt	nt	nt	-6	-0.1	10	-0.1	-1	1	nt	nt
CC1(C)CC(=O)c2sc(NS(C)(=O)=O)nc2C1	6	nt	11	-8	4.1	4	-0.3	-2	3	-7	10
COc1ccc(-c2oc3cccnc3c2C#CC2(O)CCCCC2)cc1	9	-5	11	-8	6.8	5	0.1	-33	23	34	-2
COc1ccc(C(=O)NN2C(=S)N(c3ccc(OC)cc3)C(=O)C2CC(N)=O)cc1 (stereo not given)	-2	23	4	-5	-0.1	3	0.1	-22	-1	2	7
CCOC(=O)NC(CC(=O)O)c1ccc(OCC)cc1 (stereo not given)	-2	4	10	-5	-0.1	12	0.0	12	0	9	-5
CC1C2(C)OC(=N)C(C#N)(C(C)O2)C1(C#N)C#N (stereo not given)	-2	-2	7	nt	-0.6	21	0.0	-6	-4	13	1
CC(=O)c1cccc(NC(=O)N2CCN(S(C)(=O)=O)CC2)c1	0	-3	6	-8	-2.2	4	0.0	-27	5	5	2
C/C(=N\NC(=O)c1cc(-c2cccnc2)nc2ccccc12)c1ccc(O)cc1O	-1	0	52	-8	-1.9	22	0.5	-25	-1	42	-1
COC(=O)c1cnn(-c2ccccc2)c1-n1cccc1C=O	0	-2	0	-19	2.7	29	0.0	4	0	4	0
Cc1c(P(=S)(c2ccccc2)c2ccccc2)[n+]2ccccc2n1CCc1ccccc1	nt	-11	nt	-4	-3.8	7	0.1	7	14	49	-6
COc1ccccc1C(=O)C1CCCN(Cc2cccc3nccnc23)C1 (stereo not given)	-3	-7	0	-6	0.1	18	0.1	3	-3	0	0
CCOc1cc2[nH]c(=O)n(CCCCCC(=O)NCc3ccco3)c(=O)c2cc1OCC	-2	13	14	-3	-0.6	21	-0.1	16	-4	19	-19
O=C(CSc1cccc(C(F)(F)F)c1)NC(=O)c1ccccc1	-2	-1	-10	4	-0.3	6	0.1	-3	0	-12	6
